Source: PubChem BioAssay (National Center for Advancing Translational Sciences (NCATS))
Vif-APOBEC3G blk – blocks the Vif interaction with human APOBEC3G | Q9HC16 | HeLa A3G-eYFP + Vif (tagged APOBEC3G with the HIV-1 protein that degrades it), YFP fluorescence, overnight | Potency, µM (series often up to 46.1 µM), inactives show top-dose activity, negative = active, usual class: inhibitors | 0.076% of 410,000 active;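 note: % is set by controls: 0 for no effect and ±100 for the full control effect; nearly all actives have a fitted effect of over 60% in size; hits raise eYFP signal because A3G escapes Vif-driven loss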
Target sequence (Q9HC16 whole entry, looked up): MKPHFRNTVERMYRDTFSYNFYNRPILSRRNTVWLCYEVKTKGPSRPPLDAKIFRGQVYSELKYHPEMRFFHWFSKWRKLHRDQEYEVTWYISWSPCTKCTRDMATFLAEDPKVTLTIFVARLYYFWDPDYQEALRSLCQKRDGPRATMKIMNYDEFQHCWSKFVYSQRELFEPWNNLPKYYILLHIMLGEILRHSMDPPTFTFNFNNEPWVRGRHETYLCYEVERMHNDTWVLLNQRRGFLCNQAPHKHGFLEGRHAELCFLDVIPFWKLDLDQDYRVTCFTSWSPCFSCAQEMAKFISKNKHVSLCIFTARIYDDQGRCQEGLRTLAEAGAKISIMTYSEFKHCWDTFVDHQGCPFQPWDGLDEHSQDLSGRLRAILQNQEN
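HeLa cells stably expressing Vif and C-terminally eYFP-tagged A3G, seeded overnight at 37 deg C, then exposed to compound by pintool overnight at 37 deg C. Rise in yellow fluorescence (Ex 488/Em 500-530, Acumen) marks blocked Vif-driven A3G degradation.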
RGS4 inhibitor – human RGS4 inhibition. P49798. Transcreener GDP fluorescence polarization, RGS4-accelerated GTP hydrolysis. Potency, µM (doses to about 114 µM), for the others: at the top dose activity change, negative = inhibition, actives largely listed as inhibitors. 0.039% of 390,000 active. AID 504845; note: % is set by controls: 0 for no effect and ±100 for the full control effect; nearly all actives have a fitted effect of over 75% in size; some results filed as inactive show a strong effect at the top dose
Target sequence (P49798 whole entry, looked up): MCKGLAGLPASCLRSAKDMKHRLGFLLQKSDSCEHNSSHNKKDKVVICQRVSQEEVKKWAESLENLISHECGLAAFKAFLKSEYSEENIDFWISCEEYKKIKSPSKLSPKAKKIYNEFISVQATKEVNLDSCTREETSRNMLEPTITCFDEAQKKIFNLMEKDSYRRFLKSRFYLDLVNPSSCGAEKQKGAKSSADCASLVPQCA
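MLSMR compounds (23 nl, pin-transferred) preincubated 10 min at room temperature with a 500nM (2x) first reagent, then RGS4 at 900nM (2x) plus Transcreener GDP mix added; fluorescence polarization (620/688 nm) read before and after 90 min at 30 °C.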
mIDH1 inhibitor – inhibitors of human mutant IDH1 R132H; IDH1-R132H enzyme, NADPH consumption, diaphorase/resazurin fluorescence; 0.093% of 390,000 active; Potency, µM (titrated, usually from 76.6 µM), for the others: top-dose activity change, negative = inhibition, hits mostly inhibitors; O75874; note: % is set by controls: 0 for no effect and ±100 for the full control effect; nearly all actives have a fitted effect of over 65% in size
Target sequence (O75874 whole entry R132H, stated change not applied): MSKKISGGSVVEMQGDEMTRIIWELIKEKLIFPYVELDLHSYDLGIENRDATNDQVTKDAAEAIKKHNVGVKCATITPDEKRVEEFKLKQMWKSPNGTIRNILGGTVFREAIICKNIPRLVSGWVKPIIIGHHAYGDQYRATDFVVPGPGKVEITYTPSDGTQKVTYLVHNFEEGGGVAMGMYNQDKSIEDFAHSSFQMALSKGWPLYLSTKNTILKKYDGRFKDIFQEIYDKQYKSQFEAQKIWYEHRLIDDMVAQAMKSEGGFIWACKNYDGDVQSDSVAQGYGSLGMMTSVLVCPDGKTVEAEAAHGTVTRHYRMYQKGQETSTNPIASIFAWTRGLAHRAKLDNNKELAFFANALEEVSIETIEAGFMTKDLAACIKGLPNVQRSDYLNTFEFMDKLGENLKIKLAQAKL
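IDH1-R132H (0.5 ug/mL) preincubated 30 min with compound, then NADPH (0.016 mM) and alpha-KG (2 mM) added; 80 min at RT, pH 7.5. Remaining NADPH coupled via diaphorase/resazurin to fluorescence (540/590 nm); concentration-response curves normalized to no-enzyme control.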
RXFP1 agonist – RXFP1 (human) receptor agonism | Q9HBX9 | AID 2676 | Potency, µM (top dose mostly 57.5 µM), for inactives: at the highest dose activation, most hits filed as activators | 0.3% of 370,000 active | HEK293T-RXFP1 cAMP TR-FRET, 30 min; response scale: percent of porcine relaxin response, buffer zero; note: % is set by controls: 0 for no effect and ±100 for the full control effect; nearly all actives have a fitted effect of over 60% in size; many of its hits are not listed in these tables
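cAMP rise read by TR-FRET after 30 min, 37C compound exposure (up to 58 uM) in RXFP1-transfected HEK293 cells with Ro 20174 present. EC50 from Hill-equation fits, with 29 nM porcine relaxin as 100% and buffer as basal.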
TrxR1 substrate – is turned over as a substrate by rat TrxR1; 0.01% of 390,000 active; purified TrxR1 substrate turnover, NADPH consumption readout; AID 588456; O89049; Potency, µM (highest dose often 114 µM), inactives show top-dose activity change, negative = substrate turnover; note: % is set by controls: 0 for no effect and ±100 for the full control effect; nearly all actives have a fitted effect of over 50% in size
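Rat TrxR1, dispensed at 90 nM, was prereduced with 400 uM NADPH (final) for 5 min at ~22 deg C, then incubated with compound 15 min before 400 uM selenite. A first-read NADPH fluorescence drop versus no-compound background flagged substrates.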
USP1 inh – inhibitors of human USP1/UAF1 deubiquitinase. O94782. AID 743255. recombinant USP1/UAF1, Ub-Rhodamine cleavage fluorescence. Potency, µM (highest dose often 57.1 µM), for inactives: at the top dose activity change, negative = inhibition, most hits filed as inhibitors. 0.23% of 390,000 active; note: % is set by controls: 0 for no effect and ±100 for the full control effect; nearly all actives have a fitted effect of over 60% in size; inactives centre near -12
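Step one: compound is pinned into 1nM USP1/UAF1 in HEPES pH 7.8 buffer with TCEP. Step two: 15 min room-temperature incubation. Step three: Ub-Rho (150nM final) starts cleavage, tracked by fluorescence over six one-minute reads.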
Vif-A3F inh – blocks the Vif interaction with APOBEC3F; HeLa A3F-eYFP + Vif (tagged APOBEC3F with the HIV-1 protein that degrades it), YFP fluorescence increase; Potency, µM (top dose mostly 46.1 µM), without a hit: top-dose activity, negative = active; 0.2% of 390,000 active; note: % of control where 0% means no effect; nearly all actives have a fitted effect of over 65% in size
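Fluorescence increase (Ex 488/Em 500-530) after overnight compound treatment at 37 deg C flags inhibition of Vif-driven A3F-eYFP loss in stable HeLa A3F-eYFP/Vif cells seeded overnight beforehand.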
TrxR1 inh – inhibitors of rat thioredoxin reductase 1; recombinant rTrxR1, NADPH fluorescence consumption, selenite substrate; Potency, µM (highest dose often 114 µM), for the others: at the highest dose activity change, negative = inhibition, hits mostly inhibitors; AID 588453; O89049; 1% of 390,000 active; note: % is set by controls: 0 for no effect and ±100 for the full control effect; nearly all actives have a fitted effect of over 65% in size
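Rat TrxR1 (90 nM in the dispensed reagent) was pre-reduced with 400 uM NADPH for 5 min at room temperature, then incubated with compound for 15 min. After 400 uM selenite was added, NADPH fluorescence (Ex 340/Em 450 nm) was followed for 8 min.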
12-LOX inh – inhibitors of human 12S-lipoxygenase ALOX12; P18054; purified 12hLO, xylenol orange hydroperoxide absorbance; Potency, µM (series often up to 108 µM), inactives show top-dose activity change, negative = inhibition, usual class: inhibitors; 1.1% of 580,000 active; AID 1671190; note: % is set by controls: 0 for no effect and ±100 for the full control effect
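Purified human 12hLO at 150 nM in 25 mM Hepes, 0.01% Triton X-100, pH 7.0, preincubated 15 min at room temperature with compound. Reaction started with 40 uM arachidonic acid, 30 min at room temperature. Hydroperoxide measured by Fe-xylenol orange, 573/405 nm absorbance ratio.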
* marks the source's active call; other numbers are inactive results; ? = inconclusive; nt = not tested or not shown; & = joins results of further samples; [ ] = dose if it differs, or a comment. Calls come from the whole dose curve; as a rule, active = well fitted curve in the direction sought with a large enough effect; inconclusive = small, poorly fitted or top-dose-only effect, or another doubt; inactive = no such curve, though single readings can be large; an effect the other way counts as inactive or inconclusive. Potency is the fitted concentration of half-maximal effect. A portion of the library. The share of hits here may be higher or lower than overall.

SMILES | Vif-APOBEC3G blk | RGS4 inhibitor | mIDH1 inhibitor | RXFP1 agonist | TrxR1 substrate | USP1 inh | Vif-A3F inh | TrxR1 inh | 12-LOX inh
COc1cccc(CN(C)C(=O)c2ccc(S(=O)(=O)Nc3ccccc3C)cc2)c1OC | -5% | nt | -1% | nt | nt | -26% | 1% | nt | -24%
Cc1c(CCNC(=O)c2ccc(C(C)(C)C)cc2)sc2nc(-c3ccc(F)cc3)nn12 | 1% | -33% | 6% | -0.1% | 0%[57.1 µM] | -21% | 11% | 14%[57.1 µM] | ?
COc1ccc2c(c1OC)C(=O)OC2CC(=O)c1ccc(N(C)C)cc1 (stereo not given) | 0% | -16% | 1% | 0.8% | 0% | -21% | 0% | 2% | 3%
Cc1ccc(OCCC(=O)Nc2ccc(C)c(F)c2)cc1 | -7% | -5% | 10% | -1.4% | 2% | -14% | -3% | 13% | 35%
CC(=O)Nc1cccc(C(=O)OCC(=O)NC2CCCCCCC2)c1 | 5% | 17% | 11% | -0.2% | 12% | -19% | -2% | 26% | 4%
O=C(c1ccncc1)N1CCN(C(=O)c2cccs2)CC1 | 0% | 9% | 2% | 2.0% | 6% | -7% | 2% | 9% | 0%
COc1ccc(NC(=O)CN(C)S(=O)(=O)c2ccc(Cl)cc2)cc1Cl | -1% | -13% | 17% | 5.7% | -13% | -3% | -3% | -10% | 0%
Cc1cccc(CN2CCCC(C(=O)c3ccc4c5c(cccc35)CC4)C2)n1 (stereo not given) | 1% | -5%[56.9 µM] | 0% | 1.5% | 20% | -22% | ? | 5% | ?
O=C(NCCc1ccccc1)c1ccc2nc(CCc3ccccc3)oc2c1 | 2% | -28% | 8% | 3.5% | 4%[57.1 µM] | -25% | 5% | 16%[57.1 µM] | -19%
CCOc1ccc(CNC(=O)CN2C(=O)C3CCCCN3c3ccc(C(=O)N4CCCC4)cc32)cc1 (stereo not given) | -2% | 2% | 13% | 2.2% | 0%[57.1 µM] | 6% | 2% | 6%[57.1 µM] | -1%
Cc1ccccc1NC(=O)c1sc2nc3n(c(=O)c2c1C)CCC3 | -1% | -16% | 2% | -3.6% | 4% | 0% | 0% | 34% | -4%
O=C(N/N=C/c1ccccn1)C(O)c1ccccc1 (stereo not given) | 4% | 5% | 1% | -0.5% | -6% | -1% | 0% | 6% | 169%[activator]
Cc1ccc(F)cc1NC(=O)CCc1c(C)nn(-c2ccc(N3CCCCC3)nn2)c1C | 1%&0% | 7%[56.9 µM] | 5%&0% | 2.1%&2.3% | 3% | -21%&-18% | 0%&8% | 12% | -3%&-7%
COc1ccc(CN(C(=O)c2snc(C(N)=O)c2N)C(C(=O)NC2CCCC2)c2ccc(OC)c(OC)c2)cc1 (stereo not given) | -5% | -28% | -12% | -1.8% | 8% | -16% | -4% | 16% | -34%
CC1CCC2(CC1)NC(=O)N(NC(=O)CCc1c[nH]c3ccccc13)C2=O (stereo not given) | -5% | -19% | 0% | 0.7% | -11% | -9% | -18% | -7% | -1%&-73%
COc1c(Cl)ccc(Cl)c1C(=O)NC(=O)N1CCOCC1 | 1% | 4% | 1% | -1.8% | -12% | -1% | -3% | -11% | -1%
O=c1oc2ccccc2c2c1SC(C(F)(F)F)C2 (stereo not given) | 0% | -11% | -3% | 6.3% | 408%[activator] | -16% | -2% | -11%[57.1 µM] | 8%
CSc1ccccc1NC(=O)c1ccccn1 | 3% | -5% | 8% | -2.1% | -22%[57.1 µM] | -25% | ? | -5%[57.1 µM] | 9%
COc1ccc(Oc2cccc(Cl)c2CNC(=O)c2ccccc2C(=O)O)cc1 | -1% | -5% | 0% | -1.3% | 3% | -12% | 7% | 20% | ?
c1ccc(Oc2ccc(-c3ccn[nH]3)cc2)cc1 | -6% | 6% | 4% | 1.2% | 2%[57.1 µM] | -4% | 17% | -5%[57.1 µM] | 0%
O=C(CC(c1ccccc1)c1ccccc1)Nc1ccncc1 | 1% | -8% | 3% | 0.0% | -9% | -13% | 5% | 4% | -2%
CN(c1ccccc1)S(=O)(=O)c1cccc(NC(=O)Cc2ccc(Cl)cc2)c1 | 0% | -3% | 3% | 2.1% | -14% | -7% | 2% | -6% | 1%
O=C(O)c1ccc(CNC(=O)C2CCN(S(=O)(=O)c3cccs3)CC2)cc1 | 0% | nt | 7% | nt | nt | -16% | -4% | nt | ?
O=C1CCCc2c1sc1nc3n(c(=O)c21)CCCCC3 | -1% | -19% | 15% | 3.2% | 3% | -18% | nt | 5% | -16%
CC(C)c1ccc(CN(Cc2ccco2)c2cnc(S(C)(=O)=O)nc2C(=O)Nc2ccccc2)cc1 | 1% | -16% | -4% | 2.0% | -1% | ? | -1% | 16% | -12%

(continued)
SMILES | Vif-APOBEC3G blk | RGS4 inhibitor | mIDH1 inhibitor | RXFP1 agonist | TrxR1 substrate | USP1 inh | Vif-A3F inh | TrxR1 inh | 12-LOX inh
Cn1cnc([N+](=O)[O-])c1S(=O)(=O)c1ccc(Cl)cc1 | -21% | 2% | -4% | 6.2% | 5%[57.1 µM] | -7% | 7% | 0.32µM* | 1%
CC(C)CCOP(=O)(c1ccc(N(C)C)cc1)C(O)c1ccc(Cl)cc1Cl (stereo not given) | -5% | -8% | 10% | -2.1% | -7%[57.1 µM] | -7% | -15% | -7%[57.1 µM] | ?
CC1=C(c2ccc(Cl)cc2)S(=O)(=O)NC1=NCCCN1CCN(c2cc(C)ccc2C)CC1 | ? | 1% | -8% | 0.7% | -4% | -3% | 2% | 10% | ?
CCOC(=O)c1cc(-c2ccccc2)nc2nc(N(CC)CC)sc12 | -2% | -7% | 0% | 8.3% | 82%[activator] | -15% | 19% | -15% | -30%
C/C(=N\NC(=S)Nc1cccc(C)c1)c1ccco1 | -9% | -5% | -2% | 0.3% | -8%[57.1 µM] | -30% | ? | -17%[57.1 µM] | ?
CCC(C)NC(=O)C1CCN(C(=O)c2ccccc2)CC1 (stereo not given) | -1% | 31% | -1% | 1.1% | 9% | -4% | -1% | 19% | 7%[57.4 µM]
O=C(O)CCC(=O)NCc1c(Cl)cccc1Sc1ccc(Cl)cc1 | -2% | -10% | 14% | -1.7% | 11%[57.1 µM] | -8% | -8% | 7%[57.1 µM] | 310%[activator]
N#CC(c1ccc(O)cc1)N1CCOCC1 (stereo not given) | 0% | 17% | 6% | -0.1% | 2% | -14% | -15% | 6% | 4%
COc1ccc(Cc2nc3ccc(C(=O)N(C)C(C)c4nccs4)cc3o2)cc1 (stereo not given) | 1% | -31% | 0% | 0.2% | -3% | -12% | 3% | 10% | 0%
O=C(COC(=O)c1ccc(S(=O)(=O)N2CCCC2)cc1)Nc1ccccc1 | -2% | ? | 8% | 0.4% | -6% | -17% | -14% | 11% | ?
O=C(c1ccco1)N(Cc1nc2ccccc2c(=O)[nH]1)C1CCCC1 | 4% | 6% | -5% | 0.4% | -3% | -6% | -1% | -16% | -5%
FC(F)(F)c1cnc(Nc2ccc(N3CCOCC3)cc2)c(Cl)c1 | 1% | -47% | 6% | 2.6% | -3% | -20% | 1% | 4% | -18%
O=C(C1=NN[C@@H]2C(=O)N(c3cccc(C(F)(F)F)c3)C(=O)[C@H]12)C(c1ccccc1)c1ccccc1 | -7% | -11% | -2% | 2.0% | -10% | ? | 1% | 0% | 0%
O=C(O)C(Cc1cc2ccccc2[nH]1)N1C(=O)C2CC=C(Cl)CC2C1=O (stereo not given) | -2% | 17% | 3% | 1.1% | 3%[57.1 µM] | -9% | -22% | 8%[57.1 µM] | -6%

Compound profiles (already shown). Screens in order: Vif-APOBEC3G blk	RGS4 inhibitor	mIDH1 inhibitor	RXFP1 agonist	TrxR1 substrate	USP1 inh	Vif-A3F inh	TrxR1 inh	12-LOX inh
O=C(COC(=O)c1ccc(S(=O)(=O)N2CCCC2)cc1)Nc1ccccc1 in the list: -2%	?	8%	0.4%	-6%	-17%	-14%	11%	?
Cn1cnc([N+](=O)[O-])c1S(=O)(=O)c1ccc(Cl)cc1 in the list: -21%	2%	-4%	6.2%	5%[57.1 µM]	-7%	7%	0.32µM*	1%

Part of the list above, as tab-separated lines.
canonical_smiles	Vif-APOBEC3G blk	RGS4 inhibitor	mIDH1 inhibitor	RXFP1 agonist	TrxR1 substrate	USP1 inh	Vif-A3F inh	TrxR1 inh	12-LOX inh
CC1=C(c2ccc(Cl)cc2)S(=O)(=O)NC1=NCCCN1CCN(c2cc(C)ccc2C)CC1	?	1%	-8%	0.7%	-4%	-3%	2%	10%	?
CCOC(=O)c1cc(-c2ccccc2)nc2nc(N(CC)CC)sc12	-2%	-7%	0%	8.3%	82%[activator]	-15%	19%	-15%	-30%
C/C(=N\NC(=S)Nc1cccc(C)c1)c1ccco1	-9%	-5%	-2%	0.3%	-8%[57.1 µM]	-30%	?	-17%[57.1 µM]	?
